# HT1080NT lethal = kills 2HG-producing HT-1080-NT fibrosarcoma cells; HT-1080-NT fibrosarcoma viability, CellTiter-Glo ATP luminescence, 48 h; Potency, µM (highest dose often 46.1 µM), inactives show top-dose activity, negative = less viability, hits mostly cytotoxic; 1.6% of 360,000 active; AID 686970;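 also: NT is the 2HG producing partner of a matched IDH1 knockdown line; potency is read from the fitted curve at half-maximal effect; 0% = DMSO-treated cells and -100% = media-only wells without cells; nearly all actives have a fitted effect of over 55% in size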
#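 Read-out is CellTiter-Glo luminescence after 10 minutes at room temperature, following 48 hours' compound treatment of HT-1080-NT cells (750 cells/well, RPMI, 5% FBS, 37 degrees C).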
# ATXN viability = viability counter-screen for ATXN expression inhibitors; S2 cells (HEK-293 line with an ATXN2-luciferase reporter) viability, CellTiter-Fluor protease fluorescence, 24 h; Potency, µM (series often up to 56.7 µM), actives largely listed as cytotoxic; 0.49% of 400,000 active; also: potency is read from the fitted curve at half-maximal effect; nearly all actives have a fitted effect of over 40% in size
# ATXN2 expr inh = inhibitors of ATXN2 expression | Potency, µM (highest dose often 57 µM), inactives show at the highest dose activity change, negative = inhibition, usual class: inhibitors | AID 1745845 | 0.72% of 360,000 active | HEK-293 ATXN2-luciferase reporter, luminescence, 24 h; also: potency is read from the fitted curve at half-maximal effect; % is scaled to controls: 0 for no effect and ±100 for the full control effect; nearly all actives have a fitted effect of over 55% in size
#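 ATXN2-luciferase reporter cells (luciferase flanked by upstream and downstream ATXN2 gene portions) were treated 24 h at 37 °C with compounds at up to 57 uM. SteadyGlo luminescence gave expression; GF-AFC fluorescence gave viability.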
# KB-3-1 tox = KB-3-1 parental cell cytotoxicity. KB-3-1 viability, CellTiter-Glo ATP luminescence, 72 h. Potency, µM (highest dose often 46.1 µM), for the others: at the top dose activity change, negative = cytotoxic, usual class: cytotoxic. 1.4% of 400,000 active; also: potency is read from the fitted curve at half-maximal effect; % is scaled to controls: 0 for no effect and ±100 for the full control effect; nearly all actives have a fitted effect of over 60% in size
#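 Multi-concentration cytotoxicity screen in KB-3-1 cells grown in DMEM lacking phenol red with 10% FBS. After 72 h at 37 °C with compound, ATP-dependent luminescence was recorded.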
# MCF10A rereplic = induces DNA re-replication in MCF 10a normal breast cells; 2.9% of 350,000 active; Potency, µM (series often up to 46.1 µM), inactives show at the highest dose activity, positive = re-replication, most hits filed as activators; MCF 10A DNA re-replication, Hoechst nuclear intensity, 48 h; AID 624296; also: potency is read from the fitted curve at half-maximal effect; % of control where 0% means no effect; nearly all actives have a fitted effect of over 50% in size
# SW480 rereplic = DNA re-replication induction in SW480 cells; SW480 DNA re-replication, Hoechst DNA content imaging, 48 h; Potency, µM (titrated, usually from 46.1 µM), without a hit: at the top dose re-replication activation, most hits filed as activators; 1.8% of 340,000 active; also: potency is read from the fitted curve at half-maximal effect; % of control where 0% means no effect; nearly all actives have a fitted effect of over 55% in size
#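 DNA re-replication was detected as more nuclei of elevated Hoechst intensity after 48 hr exposure to compound (23 nL pinned per well of 250 cells).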
# IL-1B inflam inh = blocks inflammasome-driven IL-1 beta release; THP-1 LPS/ATP IL-1B secretion, AlphaLISA, 16 h; active compounds read low; activity change, % at 57.5 µM; 4.7% of 360,000 active; AID 743279; in the data active = activity change below about -50%; inconclusive = mostly about -30% to -49%; also: % is scaled to controls: 0 for no effect and ±100 for the full control effect
#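 Secreted IL-1B measured by AlphaLISA bead assay after 16 h compound exposure of THP-1 cells; compounds (final up to 57.5 uM) added 1 h before LPS (250 ng/mL) and ATP (1.25 mM) stimulation; lower signal means less secretion.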
# HT1080 IDH1KD tx = toxicity to HT-1080 IDH1 knockdown cells (counter line). HT-1080 IDH1 knockdown viability, ATP luminescence, 48 h. 2% of 360,000 active. Potency, µM (doses to about 46.1 µM), for the others: at the highest dose activity, negative = toxicity, actives largely listed as cytotoxic;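 also: potency is read from the fitted curve at half-maximal effect; 0% = DMSO wells and -100% = cell-free medium wells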
#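 Luminescent ATP read-out (CellTiter-Glo, 10 min at room temperature) after 48 h compound exposure at 37 °C gave viability of IDH1-knockdown HT-1080 cells. Activity was normalised to DMSO and cell-free wells, then fitted as concentration-response curves.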
# KB-V1 cytotox = KB-V1 MDR subline cytotoxicity; KB-V1 MDR cells viability, CellTiter-Glo, 72 h; Potency, µM (highest dose often 46.1 µM), for the others: at the top dose activity change, negative = cytotoxicity, most hits filed as cytotoxic; 3.4% of 400,000 active; AID 1347076; also: potency is read from the fitted curve at half-maximal effect; % is scaled to controls: 0 for no effect and ±100 for the full control effect; nearly all actives have a fitted effect of over 60% in size
#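 Cytotoxicity via CellTiter-Glo luminescence after 72 h compound exposure at 37 degrees C. Cells: drug-selected KB-V1 line, DMEM phenol-red free plus 10% FBS. Compounds tested at multiple concentrations; normalized data fitted to concentration-effect curves.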
# Active calls of the source: *; i = inactive; ? = inconclusive; / = not tested or not shown; [ ] = dose if it differs, or a comment. Unless noted, calls follow the shape of the dose curve; as a rule, active = well fitted curve in the direction sought with a large enough effect; inconclusive = small, poorly fitted or top-dose-only effect, or another doubt; inactive = no such curve, though single readings can be large; an effect the other way counts as inactive or inconclusive.
entry	Molecule	HT1080NT lethal	ATXN viability	ATXN2 expr inh	KB-3-1 tox	MCF10A rereplic	SW480 rereplic	IL-1B inflam inh	HT1080 IDH1KD tx	KB-V1 cytotox
1	CC(=O)c1ccc(NC(=O)CS(=O)(=O)c2cn(CC(=O)N3CCOCC3)c3ccccc23)cc1	20%	i	6%	21%	0%	-10%	-16	1%	0%
2	CCCSc1ccc([C@@H]2[C@H]3C(=O)N(CC)C(=O)[C@H]3[C@]3(C(=O)OC)CCCCN23)cc1OC	2%	i	-21%	-12%	?	15%[9.22 µM]	-6	1%	-7%
3	Cc1cc(NC(=O)C2CC2)ccc1NC(=O)c1cccs1	18%	i	22%	3%	?	-9%	?	22%	-19%
4	Cc1cc(C(=O)COC(=O)CC2Sc3ccccc3NC2=O)c(C)n1-c1ccccc1 (stereo not given)	-12%	i	/	-6%	1%	-2%	70	-18%	-15%
5	CCN(CC)CC(O)COc1ccc2c(c1)c(C(C)=O)c(C)n2-c1ccccc1 (stereo not given)	?	?	-19%	?	?	-6%	-25	?	?
6	O=S(=O)(Nc1ccc(S(=O)(=O)N2CCOCC2)cc1)c1ccc(Br)cc1	0%	i	-7%	7%	?	-5%	7	7%	-13%
7	CCN(CC)S(=O)(=O)c1cc(NC(=O)C(C)N2CCc3ccccc32)ccc1C (stereo not given)	?	i	-5%	?	?	?	?	-24%	?
8	CCOc1cc(N2CCOCC2)c(OCC)cc1NC(=O)c1cccc(S(=O)(=O)N2CC(C)OC(C)C2)c1 (stereo not given)	-1%	i	/	-8%	/	/	-5	2%	-2%
9	C=CCOC(=O)C1=C(C)OC(N)=C(C#N)C1c1ccc(F)cc1 (stereo not given)	-3%	i	-21%	-1%	2%	-5%	-20	-3%	0%
10	C=CCn1c(N)cc(=O)nc1SCC(=O)Nc1ccc2ccccc2c1	-1%	i	-1%	7%	-3%	-4%	6	0%	11%
11	CCOc1ccc(-c2nnn(CC(=O)N3CCN(c4ccc(F)cc4)CC3)n2)cc1OCC	7%	i	-4%	-1%	-2%	11%	23	0%	-9%
12	COc1ccc(N2CCN(C(=O)COC(=O)CCS(=O)(=O)c3ccc(C)cc3)CC2)cc1	-4%	i	2%	15%	4%	-1%	-7	3%	?
13	Cc1ccc2c(c1)N(C(=O)CCC(=O)NCCN1CCOCC1)CCO2	-2%	?	-25%	-20%	2%	4%	-9	-1%	-6%
14	COc1ccc(CNS(=O)(=O)CCNC(=O)c2cccc(OC)c2)cc1	5%	i	6%	2%	3%	-3%	0	3%	16µM*
15	COc1ccccc1NC(=O)Cc1c(F)cccc1Cl	6%	i	-17%	4%	0%	-18%	9	-3%	4%
16	CCC(C)NC(=O)c1ccc2c(c1)N(Cc1ccccc1)C(=O)CS2 (stereo not given)	-4%	i	-23%	4%	2%	-3%	-7	-4%	-25%
17	O=C(NCCCn1ccnc1)C1c2ccccc2Oc2ccccc21	9%	i	-4%	7%	-183%[0.0737 µM]	1%	-20	21%	-2%
18	CC(C)(C)OC(=O)[C@H](Cc1ccccc1)NC(=O)c1nc[nH]c1C(=O)NC1CCN(C(=O)OC(C)(C)C)CC1	?	?	?	?	5%	-3%	-6	?	?
19	CCN(c1ccccc1)S(=O)(=O)c1ccc(N2CCN(c3ccc(OC)cc3)CC2)nc1	1%	i	/	0%	-5%	-15%	-10	-1%	6%
20	COCC(=O)N/N=C\c1cccc(OC)c1OC/C=C/c1ccccc1	-25%	?	?	?	11%	16µM*	-2	-30%	-3%
21	COC(/C=C/Nc1ccc(Br)cc1)=C(C#N)C#N	-9%	i	8%	-7%	-11%	-1%	25	-5%	?
22	C=CCN1CC(=O)N2C(c3ccccc3)c3[nH]c4ccccc4c3C[C@H]2C1=O (stereo not given in full)	-18%	i	/	6.5µM*	4%	?	12	-18%	-18%
23	CCc1nc2ccc(C(=O)Nc3ccc(NC(C)=O)cc3)cn2c1N(C)CCCc1ccccc1	0%	?	?	0%	/	/	-1	-21%	2%
24	COc1cc(C(=O)NCC(=O)N/N=C/c2ccco2)cc(OC)c1OC	24%	i	3%	-4%	2%	8%	-3	11%	5%
25	O=C(Nc1ccccc1N1CCOCC1)c1cnccn1	-1%	i	/	-1%	-7%	-16%	-9	-1%	4%
26	CS(=O)(=O)c1ccc(Cl)c(NC(=O)Cc2c(F)cccc2Cl)c1	28%	i	-19%[11.3 µM]	3%	4%	6%	-2	2%	8%
27	COCCCn1c(C23CC4CC(CC(C4)C2)C3)n[nH]c1=S	-6%	i	/	-2%	3%	12%	11	-3%	-8%
28	CCN1CCN(C(=O)c2ccc(CS(=O)(=O)Cc3ccccc3Cl)o2)CC1	-1%	i	/	1%	/	/	5	6%	-2%
29	Cc1ccccc1-c1nc(C#N)c(NCc2ccco2)o1	14%	i	0%	7%	-1%	0%	-2	5%	0%
30	S=C(c1ccc(-c2ccc(Cl)cc2Cl)o1)N1CCCC1	5%	i	/	-1%	4%	-7%	2	-2%	-7%

# Three of the entries above in order of their number in IL-1B inflam inh, lowest first.
no. | molecule | IL-1B inflam inh
19 | CCN(c1ccccc1)S(=O)(=O)c1ccc(N2CCN(c3ccc(OC)cc3)CC2)nc1 | -10
16 | CCC(C)NC(=O)c1ccc2c(c1)N(Cc1ccccc1)C(=O)CS2 (stereo not given) | -7
27 | COCCCn1c(C23CC4CC(CC(C4)C2)C3)n[nH]c1=S | 11

# (list continues)
entry	Molecule	HT1080NT lethal	ATXN viability	ATXN2 expr inh	KB-3-1 tox	MCF10A rereplic	SW480 rereplic	IL-1B inflam inh	HT1080 IDH1KD tx	KB-V1 cytotox
31	Cc1ccc(CN2CCC[C@]3(N[C@H](c4ccc(C)cc4)[C@@H]4C(=O)N(Cc5ccccc5)C(=O)[C@@H]43)C2=O)cc1	-1%	i	5%	?	/	/	-2	0%	-20%
32	CN(N=Nc1cccc([N+](=O)[O-])c1)c1ccccc1	4%	i	39%	0%	-3%	-2%	-3	1%	2%
33	CC(=O)N1[C@H](Cc2ccccc2)C=C[C@]1(C)C(=O)NCCc1c[nH]c2ccccc12	0%	i	11%	0%	14%	8%	3	-3%	10%
34	Cc1cc(NC(=O)CN(C)S(=O)(=O)c2cccc(Cl)c2)no1	11%	i	-18%	15%	-2%	-7%	6	7%	0%
35	CCOc1ccc(C(=O)Nc2c(C)nc(Nc3ccccc3)nc2Nc2ccccc2)cc1OCC	/	?	-22%	15%	/	/	/	/	?
36	CCOc1ccc(C2Nc3ccc4ccccc4c3-c3c2c(=O)oc2ccccc32)cc1 (stereo not given)	8%	i	-23%	7%	5.2µM*	?	-55*	?	4%
37	CCOC1(OCC)N=C(N)C2(C#N)C(c3cccc(C)c3)C12C#N (stereo not given)	15%	i	6%	-12%	5%	1%	7	22%	-3%
38	Cc1ccccc1-c1nc(CS(=O)(=O)CC(=O)NCc2ccc3c(c2)OCO3)c(C)o1	-7%	i	-11%	-2%	-3%	5%	-25	-7%	-1%
39	COc1ccccc1CC(=O)Nc1cc(C)on1	1%	i	/	-5%	/	/	25	11%	10%
40	CC1(C(=O)NS(=O)(=O)c2ccc(Cl)cc2)CCN1C(=O)C1CC1 (stereo not given)	7%	i	-11%	0%	/	/	12	17%	1%
41	O=C(CN1CCN(S(=O)(=O)c2ccccc2F)CC1)NCC1(N2CCOCC2)CCCCC1	6%[9.24 µM]	?	0%	-20%	-1%	-32%	13	0%	-3%
42	O=C1/C(=C/c2ccco2)Oc2c1ccc(O)c2CN1CCCCC1	2%	/	-13%	-4%	26%	5%	-3	-2%	0%
43	Cc1cccc(NCC(=O)NNC(=S)Nc2ccccc2)c1	14%	i	-11%	14%	2%	-8%	-6	1%	16%
44	Cc1ccc(-n2c(SCC(=O)N3CCCCC3)nc(O)cc2=O)cc1	1%	?	-6%	19%	2%	-6%	32	9%	11%
45	COc1cc([C@@H]2[C@H]3CNCC=C3C(C#N)=C(N)C2(C#N)C#N)ccc1OC(C)C	-3%	?	-7%	0%	-3%	3%	-19	-2%	13%
46	O=C(NCCNc1ccc(Cl)cc1[N+](=O)[O-])c1ccccc1F	-1%	i	/	-4%	-1%	8%	-7	-3%	-3%
47	O=C(Nc1c(F)cccc1F)c1ccc(-n2cncn2)nc1	10%	?	2%	18%	-3%	-6%	-9	24%	21%
48	CC1(C)CC2CC(C)(CN2C(=O)Cc2ccccc2)C1 (stereo not given)	9%	i	0%	0%	5%	0%	-5	11%	-14%
49	Cc1c(/C=C/C(=O)c2ccccc2)cnn1C	-2%	i	75%[activator]	1%	19%	-1%[9.22 µM]	-18	1%	0%
50	O=c1nc(N2CCOCC2)ccn1-c1nc(-c2ccccc2)oc1-c1ccccc1	-5%	i	-14%	-5%	-4%	1%	-9	-2%	-20%
51	Cn1c(SCc2ccc(F)cc2)nc2ccc(C(=O)NCc3ccc(F)cc3)cc21	/	?	?	-1%	/	/	/	/	0%
52	CC(C)NC(=O)N1[C@H](c2cccs2)[C@@H](C)C(=O)[C@@H](C)[C@@H]1c1cccs1	/	i	12%	10%	/	/	/	/	5%
53	CCOC(=O)CCc1c(C)n(CC)c2ncnn2c1=O	2%	i	6%	11%	-2%	-2%	11	4%	?
54	CCc1n[nH]c(=S)n1/N=C/c1c(C)nn(-c2ccccc2)c1Cl	3%	i	-3%	?	-1%	3%	29	3%	1.3µM*
55	CC(C)CNC(C(=O)Nc1ccc([N+](=O)[O-])cc1Br)c1ccccc1 (stereo not given)	-4%	i	/	-1%	12%	-2%	7	-3%	-4%
56	Cc1onc(-c2ccccc2)c1CNC(=O)Nc1ccccc1	21%	i	-20%	-11%	2%	?	9	-8%	?
57	Cc1cc(=O)[nH]c(N/N=C/c2c(C)nn(-c3ccccc3)c2C)n1	0%	i	-1%	20%	?	-20%	-15	4%	-15%
58	CCCCN(Cc1ccccc1)S(=O)(=O)c1cc2c(cc1Br)CC(C)N2C(C)=O (stereo not given)	-10%	?	?	?	?	?	0	-13%	-2%
59	CCC(=O)N=c1sc2cc(F)cc(F)c2n1C	16%	i	27%	-4%	4%	-2%	33	-1%	0%

# High-throughput results from PubChem.
